Compound activity from PubChem BioAssay.
PME-1 primary – PME-1 inhibitors via competitive probe labeling, primary screen, biochemical, fluorescence polarization, FP-Rh probe, HTS; Protein phosphatase methylesterase 1 (Homo sapiens), Q9Y570; 320,000 tested, 0.53% active; inhibition, % at 5.9 µM; recombinant PME-1; AID 2130, 2009;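 active = inhibition above the campaign mean of all compounds plus 3 SD, cut at about 26% in these data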;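 also: competitive labeling of PME-1 active site by serine hydrolase directed probe; 0% = PME-1 with DMSO and 100% = wells lacking PME-1 enzyme; inhibitors block probe labeling so polarization falls and inhibition rises; many of its hits are not listed in these tables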
MCL1-BIM inh – inhibitors of MCL1 binding to BIM-BH3, primary screen, biochemical, fluorescence polarization. inhibition, % at 10.9 µM. 320,000 tested, 0.68% active. GST-MCL1 / FITC-Bim-BH3 fluorescence polarization. AID 2057, 2009. Induced myeloid leukemia cell differentiation protein Mcl-1 (Homo sapiens), Q07820;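 active = inhibition above the mean inhibition of all tested compounds plus 3 SD, set per campaign, cut at about 40% in these data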;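 also: 0% = DMSO wells and 100% = unlabeled Bim-BH3 peptide control; higher means more loss of mP so more displacement of Bim peptide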
Target sequence (Q07820 whole entry, looked up): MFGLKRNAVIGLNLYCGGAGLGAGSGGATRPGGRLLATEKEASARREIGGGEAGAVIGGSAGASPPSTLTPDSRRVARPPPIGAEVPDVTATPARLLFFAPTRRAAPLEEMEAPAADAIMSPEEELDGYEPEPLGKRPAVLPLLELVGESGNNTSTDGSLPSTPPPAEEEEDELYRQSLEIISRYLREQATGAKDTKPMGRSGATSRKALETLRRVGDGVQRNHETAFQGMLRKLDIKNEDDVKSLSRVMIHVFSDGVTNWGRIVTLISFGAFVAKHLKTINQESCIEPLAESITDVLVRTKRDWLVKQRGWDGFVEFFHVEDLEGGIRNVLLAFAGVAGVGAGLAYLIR
GLD-1 TGE inh – GLD-1/TGE RNA complex disruptors, primary screen, biochemical, fluorescence polarization; purified GLD-1 + fluorescein TGE RNA; inhibition, % at 5.96 µM; 320,000 tested, 0.44% active; AID 2280, 2010;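 active = percent inhibition above a per-plate cutoff, the plate mean of test compounds plus 3 SD, cut at about 30% in these data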;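 also: 0% = DMSO wells with GLD-1 and probe and 100% = wells lacking GLD-1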
PAD4 inh – human PAD4 inhibitors, primary screen, biochemical, fluorescence polarization, 1536-well format. Protein-arginine deiminase type-4 (Homo sapiens), Q9UM07. recombinant PAD4, RCA probe fluorescence polarization. inhibition, % at 6.36 µM. 330,000 tested, 0.41% active;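 active = percent inhibition above a cutoff equal to the mean of all tested compounds plus 3 SD, cut at about 15% in these data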;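 also: 0% = PAD4 with RCA probe and DMSO and 100% = probe without PAD4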
Fam108B counter – mouse Fam108B serine hydrolase inhibitors, primary screen, counter-screen for RBBP9 inhibitor project, biochemical, fluorescence polarization. AID 1947, 2009. 300,000 tested, 0.33% active. recombinant Fam108B, FP-Rh probe fluorescence polarization. inhibition, % at 9.51 µM;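 active = inhibition above the screen mean inhibition plus 3 SD, computed separately per campaign, cut at about 18% in these data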;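 also: inhibitors lower polarization as less probe binds the enzyme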
TPT1 inh – Candida albicans TPT1 enzyme inhibitors, primary screen, biochemical, fluorescence polarization. recombinant caTPT1, FP RNA substrate dephosphorylation. inhibition, % at 5 µM. 300,000 tested, 0.81% active. AID 1962, 2009;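 active = inhibition above the mean of all tested compounds plus 3 SD, set per screening campaign, cut at about 24% in these data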;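 also: plate controls were DMSO alone for no effect and ferristatin control at 100 nM for full effect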
GSTO1 counter – inhibitors of recombinant GSTO1, primary screen, counter-screen for RBBP9 inhibitor project, biochemical, fluorescence polarization; activity-based probe fluorescence polarization; AID 1974, 2009; inhibition, % at 5.96 µM; 300,000 tested, 1.1% active;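 active = inhibition above the campaign mean inhibition plus 3 SD, cut at about 35% in these data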;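 also: 0% = GSTO1-1 with DMSO and 100% = wells lacking GSTO1-1 enzyme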
Target sequence (P78417 whole entry, looked up): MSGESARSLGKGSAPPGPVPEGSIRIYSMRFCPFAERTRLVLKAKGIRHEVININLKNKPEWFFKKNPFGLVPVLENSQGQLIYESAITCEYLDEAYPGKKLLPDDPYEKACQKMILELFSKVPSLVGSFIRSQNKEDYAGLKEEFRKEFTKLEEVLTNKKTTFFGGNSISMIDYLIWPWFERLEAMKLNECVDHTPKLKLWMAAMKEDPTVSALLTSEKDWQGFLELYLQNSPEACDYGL
MEX-5 binding – MEX-5 zinc finger RNA-binding disruptors – biochemical, C. elegans, fluorescence polarization, MLPCN library, primary screen. Zinc finger protein mex-5 (Caenorhabditis elegans), Q9XUB2. MEX-5/FITC-TCR2 RNA binding; active compounds read low. activity score (negative = inhibition of binding), % at 10 µM. 300,000 tested, 0.38% active. AID 1832, 2009;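 active = inhibition past about -25% in most replicates, and total fluorescence under double the plate's negative control median, limit read from the data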;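 also: 0% = DMSO and -100% = 5 µM competing unlabeled TCR2 RNA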
Bcl-xL primary – inhibitors of human Bcl-xL, primary screen, biochemical, fluorescence polarization, HTS; Bcl-2-like protein 1 (Homo sapiens), Q07817; GST-Bcl-xL / FITC-Bim BH3 peptide fluorescence polarization; inhibition, % at 10.9 µM; 320,000 tested, 0.7% active;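 active = inhibition above the mean of all tested compounds plus 3 SD, cutoff set per campaign, cut at about 30% in these data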;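 also: 0% = DMSO wells and 100% = unlabeled Bim-BH3 peptide competitor; inhibitors lower millipolarization by displacing the labeled peptide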
Target sequence (Q07817 whole entry, looked up): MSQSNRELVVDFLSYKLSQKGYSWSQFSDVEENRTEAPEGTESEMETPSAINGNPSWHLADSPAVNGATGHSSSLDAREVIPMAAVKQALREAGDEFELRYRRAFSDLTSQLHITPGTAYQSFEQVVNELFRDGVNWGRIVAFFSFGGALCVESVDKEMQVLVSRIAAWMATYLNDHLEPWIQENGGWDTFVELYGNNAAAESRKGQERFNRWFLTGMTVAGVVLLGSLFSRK
* = called active by the depositor; / = no result given. Some of the compounds tested; the hit share may differ from the screen's.

SMILES | PME-1 primary | MCL1-BIM inh | GLD-1 TGE inh | PAD4 inh | Fam108B counter | TPT1 inh | GSTO1 counter | MEX-5 binding | Bcl-xL primary
CCc1nc(Nc2ccccc2)c2oc3ccccc3c2n1 | -18 | 10 | -4 | 1 | -1 | -2 | -7 | -0.1 | 8
C/C(=N\NC(=O)c1ccc(N/N=C(\C)c2ccncc2)cc1)c1ccncc1 | 7 | 0 | 4 | -1 | 6 | 2 | -7 | -1.2 | 5
N#C/C(=C(/O)COC(=O)CCc1ccc(S(=O)(=O)N2CCOCC2)cc1)c1nc2ccccc2[nH]1 | -7 | 18 | 11 | -7 | 2 | 17 | 0 | -1.9 | 19
Cc1cccc(NC(=O)C2CC(=O)OC23CCCC3)c1 (configuration not stated) | 0 | 13 | -6 | -2 | 0 | -2 | -2 | 2.6 | 3
COc1ccc(-n2c(SCC(=O)NC3CC3)nc3ccccc3c2=O)cc1OC | -1 | -2 | 8 | 2 | / | / | / | / | 1
O=C(Nc1ccc(Cl)cc1)C1=Cc2cc(Cl)ccc2OC1 | -5 | 9 | 6 | -4 | -6 | -3 | 9 | 1.0 | 11
O=C(Nc1ccc(Br)cc1C(=O)O)c1ccc2c(c1)C(=O)N(Cc1ccccc1)C2=O | -50 | -5 | 2 | -4 | 0 | -3 | -16 | -1.9 | 2
CC(=O)NC1C(Oc2cccc(C)c2)OC2COC(c3ccco3)OC2C1O (configuration not stated) | 2 | 10 | 0 | -2 | 1 | -2 | 2 | 1.6 | 6
Cc1ccc(CS(=O)Cc2ccc(C(=O)NCc3ccc(OC(C)C)cc3)o2)cc1 (configuration not stated) | 6 | -17 | -6 | -3 | -5 | -3 | -3 | -2.9 | -13
Fc1ccccc1N1CCN(c2ncnc3nc[nH]c23)CC1 | -8 | 1 | -5 | 0 | 3 | 0 | 13 | -0.4 | -3
CCc1cccc(C)c1NC(=O)C(c1ccc(O)cc1)N1CCC1=O (configuration not stated) | 6 | 5 | 3 | 5 | 0 | -4 | 3 | 1.0 | 4
CC(=O)NC(=S)NNC(=O)C(c1ccccc1)c1ccccc1 | 2 | -6 | 0 | -5 | 5 | -2 | 7 | 2.7 | 5
CC1CN(C(=O)c2ccccc2OCc2ccccc2Cl)CC(C)O1 (configuration not stated) | 13 | 9 | -6 | -2 | / | / | / | / | -2
COc1ccc(NC2CCCN(C(=O)CN3C(=O)c4ccccc4C3=O)C2)cc1OC (configuration not stated) | 1 | 1 | 2 | -6 | -4 | 1 | 6 | -0.9 | 10
CCOC(CNC(=O)c1cccn2c(=O)c3cc(Cl)ccc3nc12)OCC | 3 | 1 | 3 | 1 | -2 | -2 | 4 | -0.7 | 0
Cc1ccc(S(=O)(=O)N2CC=C(c3c(C)n(C)c4ccccc34)CC2)cc1 | -7 | 28 | 14 | -19 | -7 | 3 | -1 | 0.4 | 17
O=C(Cc1ccccc1[N+](=O)[O-])NCCCc1ccccc1 | -3 | 3 | 0 | 1 | 1 | -1 | 3 | 1.6 | 1
Cc1c(F)cccc1NS(=O)(=O)c1ccc2c(c1)n(C)c(=O)c(=O)n2C | 26 | 4 | -4 | 7 | -2 | -3 | 7 | -0.2 | 1
O=c1cnnc(Nc2ccccc2)[nH]1 | -2 | -2 | -1 | -4 | -3 | -2 | 3 | -0.5 | 0
CC(C)N(C(=O)Cn1c(SCC(=O)N2CCN(c3ccccc3)CC2)nc2ccccc21)C(C)C | -1 | 0 | 6 | -2 | -1 | -3 | 5 | -1.6 | 3
COc1ccc(-c2cc3c(nn2)-c2ccccc2C3=O)cc1 | -1 | -8 | -4 | -11 | 3 | 1 | 15 | -0.4 | -5
CC(OC(=O)CN1C(=O)NC2(CCCC2)C1=O)C(=O)Nc1cccc(Cl)c1 (configuration not stated) | 1 | -3 | 1 | 6 | -2 | -2 | 5 | -1.0 | 4
CCOC(=O)c1ccc(NC(=O)C2COc3ccccc3O2)cc1 (configuration not stated) | -3 | -2 | 10 | -2 | 0 | -1 | 6 | 2.0 | 7
Cc1cc(C)c2cc(CN(Cc3ccco3)C(=S)NCC3CCCO3)c(=O)[nH]c2c1 (configuration not stated) | -1 | -16 | -2 | -2 | -6 | 4 | -3 | 3.6 | -1
COC(=O)c1ccc(N2CCN(C)CC2)c(NC(=O)c2ccc(Br)o2)c1 | 0 | -4 | 5 | 6 | 0 | 0 | -2 | -0.1 | 5
CCCC[n+]1c(-c2ccc(Cl)cc2Cl)csc1Nc1ccccc1 | 2 | -2 | 3 | -2 | 0 | -1 | 0 | -0.7 | 2
Nn1c(SCc2ccccc2)nnc1-c1ccco1 | -2 | 4 | 1 | 1 | 2 | -2 | 0 | 1.6 | 6
NC(=O)CC(NC(=O)Cc1ccc(Br)cc1)c1ccc(NC2CCCC2)c([N+](=O)[O-])c1 (configuration not stated) | 6 | 3 | 0 | -5 | -3 | -1 | 3 | 4.7 | 1
CCOC(=O)C1=C(C)N(CC)C(=S)NC1c1ccc(Cl)cc1 (configuration not stated) | 2 | 17 | 0 | 3 | -5 | 1 | 2 | 0.2 | 6
COc1cc(OC)cc(OC(=O)C2CCN(S(=O)(=O)c3ccc(OC)c(OC)c3)CC2)c1 | 11 | 5 | 3 | 6 | 3 | 0 | 10 | 0.3 | -1
COc1ccccc1Nc1nc(-c2c(C)[nH]c3ccccc23)cs1 | 8 | 5 | 6 | -18 | 10 | 6 | 0 | / | 5
COc1ccc(NC(=O)Cn2nc(Cc3cccnc3)c3ccccc3c2=O)cc1OC | 12 | -1 | 0 | 2 | 1 | 0 | -1 | -0.5 | 2
COc1cc(OC)cc(-n2nnnc2SCC(=O)Nc2ccc(C(C)=O)cc2)c1 | 1 | 3 | -3 | -8 | -8 | -3 | 8 | 3.6 | 4
O=C(CSCc1ccc([N+](=O)[O-])cc1)NC1CCCCCC1 | 1 | 2 | 3 | 4 | 10 | 0 | 6 | 0.6 | 2
COc1ccc(CNC(=O)[C@H](CCSC)NC(=O)N2CCn3c2nc2ccccc23)cc1 | 5 | -1 | -1 | -1 | 0 | 1 | 0 | -0.7 | 6
CC(=O)c1cccc(NC(=O)Cn2c(=O)oc3cc(S(=O)(=O)N4CCCC4)ccc32)c1 | -2 | -4 | -5 | -1 | -4 | 2 | 5 | 1.5 | -2
COc1ccc(NS(=O)(=O)c2cccc(C(=O)N/N=C/c3cccs3)c2)cc1 | -39 | 7 | 5 | 1 | -8 | -5 | -2 | -1.3 | 5
O=C(Nc1cccc(S(=O)(=O)N2CCOCC2)c1)c1c2c(nc3ccccc13)CCC2 | 6 | 30 | -1 | -6 | 3 | 1 | 3 | -0.8 | 13
CC(=O)c1cc(C(=O)Nc2ccc(C(=O)O)cc2)oc1C | 6 | -1 | 6 | -3 | 6 | -3 | -3 | -1.1 | 1
CCN1CC(CN(C)Cc2nc(-c3ccc(C(F)(F)F)cc3)no2)CC1=O (configuration not stated) | 0 | -5 | 6 | 1 | 0 | -2 | -5 | 2.5 | 0
CN(C(=O)c1ccccc1C(=O)OCC(=O)c1ccc(F)cc1)c1ccccc1 | 1 | -2 | 0 | -6 | / | / | / | / | -1
Cc1ccc(S(=O)(=O)N2CCN(c3ccccn3)CC2)cc1 | 5 | 0 | 11 | -2 | 0 | 0 | 1 | 1.2 | 0
c1ccc2c(c1)CC(N1CCCCC1)c1ccccc1S2 (configuration not stated) | -3 | 0 | 4 | -2 | 5 | 1 | 7 | / | 4
CN(Cc1nc(-c2ccccn2)no1)S(=O)(=O)c1ccc(Cl)cc1 | 0 | -4 | 2 | -4 | 0 | -3 | 0 | 2.2 | 6
Cc1nnc(NCc2ccccc2)c2ccccc12 | -1 | 10 | -6 | -5 | -3 | -5 | 1 | 1.5 | -1
CC(=O)N(c1cccc(C)c1)C1SC(=O)N(c2ccccc2)C1=O (configuration not stated) | -6 | 5 | 2 | 3 | -7 | 0 | 22 | -1.6 | 4
CCOC(=O)c1c(C)[nH]c(C)c1S(=O)(=O)N1CCOCC1 | 7 | -1 | 6 | -2 | 2 | -1 | 3 | -2.5 | 2
Cc1ccn2c(=O)c(NC(=O)c3cccc4ccccc34)c(C)nc2c1 | 4 | -3 | 6 | 0 | 2 | 1 | 3 | -0.1 | 0
CNc1nc(C)c(C#N)cc1C(C)=O | 1 | 10 | -1 | 0 | 2 | -3 | 1 | -0.7 | 2
CC(OC(=O)c1ccc(O)cc1)C(=O)Nc1cc(C(F)(F)F)ccc1Cl (configuration not stated) | -6 | -8 | -6 | 0 | -4 | 0 | -9 | 1.2 | 1

3 entries out of the list, ordered by molar mass, low to high:
SMILES | PME-1 primary | MCL1-BIM inh | GLD-1 TGE inh | PAD4 inh | Fam108B counter | TPT1 inh | GSTO1 counter | MEX-5 binding | Bcl-xL primary
Cc1ccc(S(=O)(=O)N2CCN(c3ccccn3)CC2)cc1 | 5 | 0 | 11 | -2 | 0 | 0 | 1 | 1.2 | 0
COC(=O)c1ccc(N2CCN(C)CC2)c(NC(=O)c2ccc(Br)o2)c1 | 0 | -4 | 5 | 6 | 0 | 0 | -2 | -0.1 | 5
COc1cc(OC)cc(OC(=O)C2CCN(S(=O)(=O)c3ccc(OC)c(OC)c3)CC2)c1 | 11 | 5 | 3 | 6 | 3 | 0 | 10 | 0.3 | -1

Other records.
SMILES | PME-1 primary | MCL1-BIM inh | GLD-1 TGE inh | PAD4 inh | Fam108B counter | TPT1 inh | GSTO1 counter | MEX-5 binding | Bcl-xL primary
C/C(=N\Nc1ccc(S(=O)(=O)N2CCCCC2)cn1)c1cccc(Br)c1 | -10 | 3 | 8 | 1 | / | / | / | / | 4
CC(=O)c1cccc(N(CC(=O)NCCc2ccccc2)C(=O)c2csnn2)c1 | -11 | 11 | 1 | -2 | -2 | 2 | 5 | -0.1 | 7
CCOC(=O)Cc1csc(NC(=O)c2cccc(N3C(=O)CCC3=O)c2)n1 | 8 | -1 | 2 | -2 | 6 | 1 | 4 | 0.4 | 1
O=C(/C=C/c1cccs1)c1cc(Cl)ccc1O | -3 | -8 | -6 | -2 | -2 | -1 | -5 | 1.3 | -3
CC1CCN(c2c(NCC3CCC(C(=O)Nc4ccccn4)CC3)c(=O)c2=O)CC1 (configuration not stated) | -6 | 8 | 2 | 4 | -2 | 2 | 4 | 0.0 | 5
COc1ccc(NC(=O)C(NC(=O)c2ccccc2)C(C)C)cc1 (configuration not stated) | 2 | 5 | 3 | 5 | 6 | 0 | 1 | 2.0 | -1
OCCCn1c(C2CCCN2c2nc(-c3ccc(Cl)cc3)cs2)nc2cc(C(F)(F)F)ccc21 (configuration not stated) | -3 | 6 | 4 | 1 | -2 | 1 | 6 | 5.3 | -2
CCc1cc2c(SCC(=O)c3ccc(C)cc3)ncnc2s1 | -10 | 3 | 2 | -1 | -2 | 2 | 9 | -1.9 | 2
CCOC(=O)N1CCN(C(=O)CN(c2cccc(C)c2)S(=O)(=O)c2ccc(C)cc2)CC1 | -1 | 3 | -7 | 4 | -5 | -1 | 3 | 0.9 | 0
